CXXC DNA block – inhibitors of human MLL CXXC domain-DNA interaction | Q03164 | MLL-CXXC / FITC-HOXA9 DNA fluorescence polarization | Potency, µM (series often up to 115 µM), for inactives: at the top dose activity change, negative = inhibition, most hits filed as inhibitors | 0.037% of 290,000 active; active = well fitted inhibition curve with a large enough effect in the polarisation, with a control signal flat, not every such curve was filed as active; inconclusive = small, poorly fitted or top-dose-only effect, or effect the other way, or a change in a side signal; inactive = no such curve, though single readings can be large or run the other way; the % refers to the polarisation; also: potency is read from the fitted curve at half-maximal effect
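Steps: dispense CXXC domain solution (7 uM) → pin compounds or unlabeled HOX-A9 DNA control → 5 min ambient → add FLSN-HOX-A9 solution (50 nM) → spin → 30 min ambient → fluorescence polarization. Tris pH 7.5/NaCl/DTT/BSA buffer.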
GALK inh – blocks human galactokinase activity. 0.007% of 270,000 active. Potency, µM (titrated, usually from 57.5 µM), without a hit: at the top dose activity change, negative = inhibition, hits mostly inhibitors. Purified GALK, Kinase-Glo residual ATP luminescence; also: potency is read from the fitted curve at half-maximal effect; % is scaled to controls: 0 for no effect and ±100 for the full control effect
Target sequence (P51570 whole entry, looked up): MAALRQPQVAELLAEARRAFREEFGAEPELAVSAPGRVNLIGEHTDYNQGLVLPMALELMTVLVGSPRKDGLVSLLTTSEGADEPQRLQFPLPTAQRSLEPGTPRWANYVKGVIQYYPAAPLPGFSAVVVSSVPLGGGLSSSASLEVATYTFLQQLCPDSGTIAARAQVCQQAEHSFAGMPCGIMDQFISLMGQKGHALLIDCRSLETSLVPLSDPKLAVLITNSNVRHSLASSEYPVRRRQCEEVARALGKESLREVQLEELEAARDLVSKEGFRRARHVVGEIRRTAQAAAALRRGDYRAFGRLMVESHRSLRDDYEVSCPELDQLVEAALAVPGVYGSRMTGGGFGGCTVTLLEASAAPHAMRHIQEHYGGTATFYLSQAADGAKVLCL
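The enzyme phosphorylates galactose (100 uM) using ATP (35 uM); inhibition is detected as higher residual ATP, quantified by bioluminescence after 1 h reaction at room temperature, pH 8.0.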
Giardia killer – Giardia lamblia killing | AID 540267 | activity change, % at 7.66 µM, hits read low | Giardia lamblia trophozoite viability | 0.15% of 340,000 active; in the data active = activity change below about -80%; inconclusive = between about -30% and that limit;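 also: parasites exposed to compound for two days anaerobically before the ATP read; % is scaled to controls: 0 for no effect and ±100 for the full control effect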
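Trophozoite viability was measured as ATP-dependent luminescence, read 15-30 min after reagent addition. Before that, parasites at 100 cells/well were exposed to compounds for 48 h, anaerobically, at 37 deg C.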
FBPA coupling cs – coupling enzyme interference in Giardia aldolase counter-screen | coupling enzyme system counterscreen, AmpLite Red fluorescence | 0.67% of 290,000 active | activity change, negative = inhibition, % at 58.2 µM, hits read low; in the data active = activity change below about -30%; also: % is scaled to controls: 0 for no effect and ±100 for the full control effect
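Activity here indicates interference with the coupling reaction, not aldolase inhibition. Compounds at 57.5 uM final met coupling enzymes for 10 min at RT; substrate and AmpLite Red detection followed, with a 525/598 nm fluorescence read after 20 min.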
PKM2 activator – activators of human pyruvate kinase M2; P14618; Potency, µM (series often up to 57.5 µM), inactives show at the top dose activation, actives largely listed as activators; purified PKM2, Kinase-Glo ATP luminescence, activation; response scale: 0% is enzyme alone, no compound; 0.34% of 260,000 active; also: potency is read from the fitted curve at half-maximal effect; % is scaled to controls: 0 for no effect and ±100 for the full control effect; nearly all actives have a fitted effect of over 55% in size
Target sequence (P14618 whole entry, looked up): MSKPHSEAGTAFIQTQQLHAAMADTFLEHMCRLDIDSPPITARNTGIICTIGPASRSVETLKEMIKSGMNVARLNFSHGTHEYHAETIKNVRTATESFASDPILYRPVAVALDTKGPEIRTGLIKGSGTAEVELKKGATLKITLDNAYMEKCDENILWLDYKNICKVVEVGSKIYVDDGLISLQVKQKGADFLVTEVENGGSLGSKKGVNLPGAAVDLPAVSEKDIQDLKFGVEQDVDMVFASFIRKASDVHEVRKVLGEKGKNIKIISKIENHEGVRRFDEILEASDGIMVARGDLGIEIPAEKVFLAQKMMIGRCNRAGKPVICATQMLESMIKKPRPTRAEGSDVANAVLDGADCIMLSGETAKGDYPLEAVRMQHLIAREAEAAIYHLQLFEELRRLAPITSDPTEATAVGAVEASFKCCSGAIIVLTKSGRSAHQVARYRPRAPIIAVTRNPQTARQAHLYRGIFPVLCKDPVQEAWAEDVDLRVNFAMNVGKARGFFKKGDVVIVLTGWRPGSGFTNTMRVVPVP
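Kinase-Glo luminescence reports ATP generated from ADP (0.1 mM) and PEP (0.5 mM) by purified hPK-M2 after 1 h at room temperature, pH 7.2 imidazole buffer; intermediate enzyme activity allows detecting inhibitors and activators.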
TRPV1 agonist – human TRPV1 agonism; Q8NER1; TRPV1-expressing cells, Fluo-8 calcium influx, agonist mode; activation, % at 8.33 µM; 0.19% of 320,000 active; in the data active = activation above about 80%; inconclusive = between about 30% and that limit; also: 0% is about no effect
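Fluo-8 calcium influx in TRPV1-expressing cells, kinetic read (ex 480/em 520 nm). Compound added and read 3 min for agonist activity, followed by capsaicin at EC20 final and 2 min further read for enhancement.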
hERG WT inh – inhibitors of human wildtype KCNH2 potassium channel; 0.37% of 340,000 active; U2OS, BacMam KCNH2, thallium flux FluxOr; stronger effect = lower value; activity change, % at 1.84 µM; AID 720551; Q12809;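 active = maximum activity change below -70%; inconclusive = maximum activity change between -70% and -50%; inactive = maximum activity change above -50%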; also: % is scaled to controls: 0 for no effect and ±100 for the full control effect
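U2OS cells transduced with wild-type KCNH2 virus are loaded with FluxOr dye for 45 min, and thallium flux is measured in kinetic reads before and after stimulation buffer. Rate constants are normalized to DMSO controls.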
Menin-MLL TR inh – menin-MLL binding inhibition, Texas Red mutant peptide; O00255; Menin + Texas Red MLL mutant peptide, fluorescence polarization; Potency, µM (doses to about 61.6 µM), for inactives: top-dose FP activity change, negative = inhibition, hits mostly inhibitors; 0.23% of 270,000 active; AID 1768; active = well fitted inhibition curve with a large enough effect in the polarisation, with a control signal flat, not every such curve was filed as active; inconclusive = small, poorly fitted or top-dose-only effect, or effect the other way, or a change in a side signal; inactive = no such curve, though single readings can be large or run the other way; the % refers to the polarisation; also: potency is read from the fitted curve at half-maximal effect; % of control where 0% means no effect; many of its hits are not listed in these tables
KCNH2 3.1 block – blocks the human KCNH2 3.1 channel isoform; activity change, % (tested at about 1.8 µM); U2OS KCNH2 3.1, thallium flux FluxOr; stronger effect = lower value; AID 720553; 0.95% of 340,000 active;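 active = maximum activity change below -70%; inconclusive = maximum activity change from -70% to -50%; inactive = maximum activity change above -50%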;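 also: thallium influx rate constant from kinetic fluorescence after stimulation buffer; % is scaled to controls: 0 for no effect and ±100 for the full control effect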
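Channel expression came from 3.1 mutant virus (1.77 x 10^8 /mL) applied to suspended U2OS cells for 4 h. Flux was tracked with FluxOr dye plus Red40 quencher, and kinetic rate constants normalized to controls.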
B2AR arrestin – beta2AR (human) beta-arrestin recruitment activity. beta-arrestin recruitment to beta2AR, cell-based reporter. 0.02% of 330,000 active. AID 492947. P07550. Potency, µM (series often up to 46.1 µM), for inactives: at the highest dose activation, most hits filed as activators;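 also: potency is read from the fitted curve at half-maximal effect; 0% = DMSO controls and full agonism = EC100 isoproterenol or metaproterenol; nearly all actives have a fitted effect of over 65% in size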
USP2a block – blocks human ubiquitin-specific protease USP2a | USP2 core, Ub-CHOP2 coupled fluorogenic reporter, 485/531 | Potency, µM (series often up to 38.3 µM), for the others: top-dose activity change, negative = inhibition, most hits filed as inhibitors | 0.01% of 330,000 active;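 also: potency is read from the fitted curve at half-maximal effect; plate controls were DMSO wells for no effect and full inhibition by NEM control for full effect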
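USP2 core (10nM final) preincubated 30min RT with compound in 20mM Tris-HCl pH 8.0, 2mM CaCl2, 2mM beta-mercaptoethanol, 0.05% CHAPS; 25nM Ub-CHOP2 plus 25nM reporter substrate added, fluorescence (Ex485/Em531) read after 60min.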
An asterisk follows results filed as active; u = inconclusive; x = not tested or not shown; [ ] = remark or other dose. Unless noted, calls follow the shape of the dose curve; as a rule, active = well fitted curve in the direction sought with a large enough effect; inconclusive = small, poorly fitted or top-dose-only effect, or another doubt; inactive = no such curve, though single readings can be large; an effect the other way counts as inactive or inconclusive. These rows are one share of the data; count on the stated rates, not on these rows.

SMILES	CXXC DNA block	GALK inh	Giardia killer	FBPA coupling cs	PKM2 activator	TRPV1 agonist	hERG WT inh	Menin-MLL TR inh	KCNH2 3.1 block	B2AR arrestin	USP2a block
C/C(=N\NC(=O)COc1cccc(Cl)c1)c1ccc2c(c1)OCCO2	-2%	2%	-11	5	1%	20	-4	-14%	-18	-0.3%	-18%
CCN(c1ccc(C)c(C)c1)S(=O)(=O)c1ccc2c(c1)CCN2C(=O)CCC(=O)O	-9%	0%	0	10	5%	-3	-6	-1%	-2	-0.1%	0%
Cc1ccc2[nH]cc(CCNC(=O)Nc3ccccc3)c2c1	1%	-1%	-14	2	-4%	u	-4	10%	0	-0.1%	0%
CCCn1c(NC(=O)c2ccccc2)nc2ccccc21	5%	-1%	-23	-7	3%	10	5	31%[activator]	-10	0.1%	-5%
CCCNC(=O)c1c(O)c2cccc3c2n(c1=O)CCC3	15%	-3%	48[activator]	0	x	5	9	17%	-7	0.1%	3%
O=C(c1cc2cc(Br)ccc2o1)N1CCCC1	3%	-4%	-30	0	-8%	u	0	-16%	-4	0.1%	9%
Cc1ccc(C2=CSC3=NNC4(CCCCC4)NN23)cc1	4%	1%	2	-1	0%	1	x	2%	59	0.0%	-2%
CC(C)C(NS(=O)(=O)c1cccc2nsnc12)C(=O)N1CCn2c1nc1ccccc12 (stereo unspecified)	1%	2%	16	3	-4%	25	-5	-1%	13	0.0%	-2%
Cc1ccc(NC(=O)N2CCC(c3nc4c(nnn4Cc4cccc(Cl)c4)c(=O)[nH]3)CC2)cc1	14%	-1%	-17	1	-10%	1	7	0%	6	-0.2%	2%
O=C(Oc1ccc(NC(=O)c2cc3c(cc2Br)OCO3)cc1)c1ccccc1	-11%	-5%	-5	5	-5%	1	-1	u	-5	-1.0%	1%
O=C(CSc1nnc2ccccn12)c1ccc2c(c1)OCCO2	-6%	-2%	-7	0	-10%	0	-3	9%	-23	0.3%	-3%
COC(=O)CC1=C(C(=O)OC)C(c2cccc(OCC(N)=O)c2)C(C#N)=C(N)O1 (stereo unspecified)	-26%	0%	15	0	1%	1	-2	5%	-11	-0.3%	4%
O=C(NNC(=O)c1ccccc1O)c1cc2ccccc2o1	x	x	-14	x	x	1	-4	x	8	0.0%	0%
O=C(CC1Sc2ccccc2NC1=O)NNC(=O)Nc1ccc(Cl)cc1 (stereo unspecified)	4%	3%	-2	0	-6%	7	-5	x	-4	-0.8%	1%
O=C(COC(=O)c1cccc(O)c1)c1ccccc1	x	x	2	x	x	14	4	x	2	-0.1%	-3%
NS(=O)(=O)c1ccc(NC(=S)N2CCN(c3ccccc3)CC2)cc1	4%	0%	24	2	-10%	-3	-4	2%	-7	-0.3%	5%
Cn1cc(SCC(=O)Nc2nc3ccccc3s2)c2ccccc21	16%	-7%	-16	-11	16%	-4	26	u	-12	-0.1%	0%
CC1CCC(=NNC(=O)Cc2ccccc2)CC1 (stereo unspecified)	1%	x	-16	0	1%	-1	-11	5%	1	0.4%	3%
O=C(NCc1ccco1)c1cc2sccc2n1Cc1ccc(F)cc1	-10%	-3%	-6	-5	0%	19	-2	12%	-5	0.3%	-1%
COC(C[C@@H]1O[C@@H]1C(=O)COCc1ccccc1)OC	-5%	-3%	1	4	1%	-4	10	x	11	-0.4%	-11%
COc1ccc(C(CNC(=O)c2oc3ccc(Br)cc3c2C)N2CCCCC2)cc1 (stereo unspecified)	2%	1%	-6	0	-2%	-4	33	-16%	-11	0.0%	-3%
CCN1C(=O)C(=O)N(CC(=O)N(C)CC(=O)Nc2ccccc2C(F)(F)F)C1=O	x	x	-26	x	x	x	-3	x	-2	0.0%	5%
Cc1ccn(-c2n[nH]c(C)c2[N+](=O)[O-])n1	-3%	0%	-8	0	2%	1	11	4%	1	0.2%	4%
N#Cc1cc(C#N)c(SCC(=O)NCC2CCCO2)nc1N (stereo unspecified)	4%	1%	-1	-2	x	-2	1	-1%	17	-0.9%	1%
CCOC(=O)C1(CCCc2ccccc2)CCN(C(=O)CN2C(=O)CSC2=O)CC1	5%	-1%	-6	6	-2%	3	-1	u	u	0.3%	0%
CCCOc1ccc(-c2c(C(=O)N/N=C(\C)c3ccncc3)nnn2-c2nonc2N)cc1	-16%	4%	-10	x	x	18	5	x	-4	0.2%	1%
COC(=O)c1cccc(NC(=O)c2ccc(S(=O)(=O)N3CCN(C)CC3)cc2)c1	26%	1%	-27	2	0%	x	5	4%[11.7 µM]	4	0.5%	4%
CCN1C(=O)C(CC(=O)Nc2c(C)cccc2C)Nc2cc(S(=O)(=O)N(C)C)ccc21 (stereo unspecified)	-3%	14%	7	6	0%	-2	1	-1%	2	0.2%	5%
COc1ccccc1/C=C/C=N/N1CCN(Cc2ccccc2)CC1	8%	x	-5	0	4%	-6	-4	1%	3	1.0%	3%
O=C(NCc1cn2ccccc2n1)c1ccco1	-4%	1%	7	4	-24%	6	-2	13%	-4	-0.3%	0%
COc1cc(/C=C(/C#N)c2nc3ccccc3[nH]2)ccc1OCc1ccc(C(=O)O)o1	13%	-11%	17	x	30%	x	2	6%	-4	1.3%	-2%
CN1c2ccccc2N(C)C1(C)c1cccc2ccccc12	23%	-2%	2	-30	-4%	2	-11	u	-18	0.1%	2%
Cc1ccc2c(c1)C(=C(C#N)C#N)C(=O)N2CCN1CCOCC1	-13%	-2%	28	-36*	-3%	4	-2	x	-8	-0.6%	1%
O=C(Nc1ccc(S(=O)(=O)C(F)F)cc1)c1cccc(S(=O)(=O)N2CCOCC2)c1	4%	0%	-15	-2	-1%	u	-19	u	-14	0.0%	1%
COc1ccc(Cn2c(SCc3ccccc3C)nc3cc(OC)c(OC)cc3c2=N)cc1	-18%	2%	x	0	-2%	-3	x	u	x	0.1%	2%
Cn1c(=O)c([N+](=O)[O-])c(NCc2ccccc2Cl)c2ccccc21	-17%	5%	-2	-2	-5%	8	2	x	-2	-0.3%	-6%
C[C@H](CO)N1C[C@H](C)[C@@H](CN(C)CC2CC2)Oc2c(NC(=O)Cc3ccccc3)cccc2C1=O	x	x	6	x	x	x	2	x	-7	0.3%	2%
Cc1ccccc1OCCCn1c(CO)nc2ccccc21	1%	-2%	2	-5	8%	u	-31	u	-4	0.2%	-1%
CN(C)c1ccc(C(=O)Nc2ccc(CN3CCS(=O)(=O)CC3)cc2)cc1	0%	-1%	15	-2	0%	7	4	x	-15	-1.1%	4%
FC(F)(F)c1cccc(-c2nnc(-c3ccccc3)c(N3CCOCC3)n2)c1	1%	0%	6	0	0%	16	0	-1%	-21	-0.2%	-3%
Cc1cccc(NC(=S)NNC(=O)c2ccccc2OC(F)F)c1	-4%	0%	5	1	1%	-2	0	x	-12	0.0%	1%
CCC1CCCCN1S(=O)(=O)c1ccc(S(=O)(=O)N(Cc2ccccn2)CC2CCCO2)cc1 (stereo unspecified)	5%	1%	-14	1	-1%	5	-6	-5%	10	-0.3%	7%
CCc1nnc(NC(=O)C2COc3ccccc3O2)s1 (stereo unspecified)	-4%	-4%	-3	1	-9%	-3	10	x	-6	-0.1%	2%
O=C(NC(=O)c1cccc(Cl)c1)OC[C@@H]1CCCN2CCCCC12 (stereo partly specified)	4%	2%	-6	3	-5%	-4	49	1%	-32	-0.6%	-4%
COc1ccc(CCNC(=O)c2ccncc2)cc1OC	14%	4%	-2	0	-3%	-2	1	15%	-1	0.0%	1%
Cn1c(SCC(=O)N2CC(=O)Nc3ccccc32)nc2ccccc2c1=O	x	x	-23	x	x	-7	-10	x	5	0.0%	-5%
Cc1noc(C)c1COC(=O)COc1ccc(C#N)cc1	-2%	5%	-20	3	-10%	4	-2	0%	14	-0.4%	5%
C=CCc1cccc(/C=N/NC(=O)c2ccccc2Br)c1O	-5%	-1%	-9	-29	2%	u	-2	u	-12	-0.1%	3%
O=C(N/N=C/c1ccc(O)cc1)c1csc2ccccc12	-1%	0%	11	0	3%	u	0	40%[activator]	-8	-2.3%	-2%
COc1cc(/C=C/C(=O)OCC(=O)N(C)Cc2ccccc2)ccc1O	x	x	12	x	x	4	-4	x	2	-0.1%	0%

A portion taken from the entries so far, as a working copy:
SMILES	CXXC DNA block	GALK inh	Giardia killer	FBPA coupling cs	PKM2 activator	TRPV1 agonist	hERG WT inh	Menin-MLL TR inh	KCNH2 3.1 block	B2AR arrestin	USP2a block
O=C(N/N=C/c1ccc(O)cc1)c1csc2ccccc12	-1%	0%	11	0	3%	u	0	40%[activator]	-8	-2.3%	-2%
COc1cc(/C=C/C(=O)OCC(=O)N(C)Cc2ccccc2)ccc1O	x	x	12	x	x	4	-4	x	2	-0.1%	0%

Screens from PubChem.
